# Screens deposited in PubChem by several laboratories.
# MrgX1 allo act – allosterically activates human MrgX1 receptor signaling | Q96LB2 | MrgX1-HEK293, Fluo-4 calcium flux, FDSS; hits give high values | B-score at 10 µM | hit rate 0.63% among 310,000 | AID 588675;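 active = plate-corrected calcium response at least 3 library SD above typical, normal starting fluorescence, not activating the receptor alone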;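 also: compound read alongside a low EC10 to EC30 dose of BAM8-22 agonist; peak minus trough fluorescence over baseline measured at the second addition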
# TRPC6 act – mouse TRPC6 channel activation | hit rate 0.13% among 310,000 | B-score at 10 µM | HEK293-TRPC6 membrane potential dye fluorescence; hits give high values | Q61143;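 active = B-score of the integrated fluorescence ratio above library mean plus 3 SD, and starting fluorescence ratio within library mean plus 5 SD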;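 also: higher score means more depolarization so channel activation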
# SKKanGAS inh – blocks kanamycin growth of S. pyogenes SKKanGAS strain; inhibition, % at 7.5 µM; BacTiter-Glo, 6 h; hit rate 1.3% among 300,000;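 active = mean replicate score, as percent of positive control median, at least 50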;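 also: strain carries kanamycin resistance gene driven by streptokinase promoter and grows in 40 µg/ml kanamycin; loss of luminescence reflects streptokinase promoter inhibition or plain growth inhibition; 0% = median of DMSO wells and 100% = positive control at its reference dose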
# MrgX1 antag – antagonists of human MrgX1 receptor | MRGX1-HEK293 calcium flux, Fluo-4, BAM8-22 antagonism; hits give low values | B-score at 10 µM | hit rate 1.3% among 310,000;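 active = calcium-response B-score plate-corrected more than 3 library SD below zero, starting fluorescence within 5 deviations, no agonist response on first addition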;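 also: peak minus trough fluorescence over baseline after final BAM8-22 challenge near maximal dose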
# TRPC4 act – opens the mouse TRPC4 cation channel. HEK293 TRPC4beta/mu-opioid, Fluo4 calcium fluorescence; hits give high values. AID 2237. B-score at 10 µM. hit rate 0.49% among 310,000;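 active = B-score above 5 SD of library B-scores, and initial fluorescence ratio not above library mean plus 5 SD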;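 also: positive B-score marks a calcium rise read as TRPC4 activation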
#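 Assay system: HEK293 stable line with TRPC4beta plus mu-opioid receptor. Times: dye 45 min RT, read 110 s. Measured by: kinetic Fluo4 calcium fluorescence. Measure: B score of integrated ratio. Controls: assay buffer as low control, maximal DAMGO as high control.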
# MrgX1 ag – activates human MrgX1 receptor signaling | Q96LB2 | MrgX1-HEK293 cells, Fluo-4 calcium fluorescence, agonist mode; hits give high values | hit rate 0.44% among 310,000 | B-score at 10 µM;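 active = calcium response B-score plate-corrected fluorescence ratio at least 3 library SD, with starting fluorescence B-score inside 5 SD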
#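 Assay system: stable human MrgX1 HEK293 cell line. Quantity: 15,000 cells per well. Schedule: cells plated overnight, dye loaded 0.5 h 37 °C, 0.5 h room temperature. Detection: Fluo-4 NW calcium-flux fluorescence, kinetic read. Read-out basis: peak-minus-minimum fluorescence over baseline, converted to B scores. Control set: positive and negative control wells on each plate.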
# ANO1 activ – activates or potentiates the mouse TMEM16A chloride channel; Q8BHY3; HEK293 TMEM16A/YFP-H148Q/I152L, iodide quench fluorescence; hits give low values; B-score at 10 µM; hit rate 0.3% among 340,000;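 active = fluorescence-ratio B-score plate-corrected deviation score at least 3 library SD below zero, with starting fluorescence score within 5 deviations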;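 also: channel opened by trigger with iodide after compound preincubation; score built on the fluorescence ratio of max minus min over baseline; more negative score means more quench and so TMEM16A activation or potentiation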
# Target sequence (Q8BHY3 whole entry, looked up): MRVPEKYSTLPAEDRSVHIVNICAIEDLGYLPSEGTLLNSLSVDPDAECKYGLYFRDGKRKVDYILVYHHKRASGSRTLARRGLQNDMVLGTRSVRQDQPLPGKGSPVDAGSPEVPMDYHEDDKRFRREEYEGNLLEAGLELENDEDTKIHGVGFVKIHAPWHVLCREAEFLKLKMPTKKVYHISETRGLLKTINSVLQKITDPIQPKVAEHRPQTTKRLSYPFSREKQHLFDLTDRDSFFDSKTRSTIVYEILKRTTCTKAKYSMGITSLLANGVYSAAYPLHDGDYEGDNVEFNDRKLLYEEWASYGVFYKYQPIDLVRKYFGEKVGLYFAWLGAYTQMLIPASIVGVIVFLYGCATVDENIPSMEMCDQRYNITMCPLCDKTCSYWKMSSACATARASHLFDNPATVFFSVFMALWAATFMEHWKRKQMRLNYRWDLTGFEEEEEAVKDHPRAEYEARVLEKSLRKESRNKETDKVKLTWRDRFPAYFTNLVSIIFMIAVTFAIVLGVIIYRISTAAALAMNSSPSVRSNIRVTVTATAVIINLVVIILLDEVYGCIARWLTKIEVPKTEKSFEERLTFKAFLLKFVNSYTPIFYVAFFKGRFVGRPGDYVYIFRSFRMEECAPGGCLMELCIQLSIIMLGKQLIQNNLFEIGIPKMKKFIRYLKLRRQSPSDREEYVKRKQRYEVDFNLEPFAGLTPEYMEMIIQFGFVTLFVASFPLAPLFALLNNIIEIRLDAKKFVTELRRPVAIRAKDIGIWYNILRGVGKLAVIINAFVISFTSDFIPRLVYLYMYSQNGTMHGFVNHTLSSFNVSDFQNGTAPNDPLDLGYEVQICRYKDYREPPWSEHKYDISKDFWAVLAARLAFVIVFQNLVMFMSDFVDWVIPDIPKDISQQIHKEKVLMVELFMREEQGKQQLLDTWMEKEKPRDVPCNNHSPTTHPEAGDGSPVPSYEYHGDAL
# TRPC4 block – TRPC4 (mouse) channel inhibition | Q9QUQ5 | HEK293 TRPC4beta/mu-opioid, DAMGO-evoked Fluo4 calcium flux; hits give low values | B-score at 10 µM | hit rate 0.39% among 300,000;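 active = B-score over 3 SD under the library average, no early fluorescence shift, positive overall ratio signal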
#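 Assay system: HEK293 cells with stable TRPC4beta plus mu-opioid receptor expression. Dosing: single dose. Measured by: Fluo4 Ca2+ flux fluorescence. Also added: DAMGO in two steps, submaximal then maximal. Read-out: B score from integrated Fluo4 fluorescence ratio.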
# TRPC4 PAM – allosteric potentiators of mouse TRPC4 channel. B-score at 10 µM. HEK293 TRPC4beta/mu-opioid, DAMGO EC20, Fluo-4 Ca2+ flux; hits give high values. hit rate 0.42% among 310,000;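 active = B-score of calcium response area above 5 SD of library B-scores, with initial fluorescence ratio within 5 SD of library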;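 also: B-score of integrated fluorescence ratio over time as area under calcium response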
# TRPC6 inh – inhibitors of mouse TRPC6 channel. Q61143. HEK293-TRPC6, membrane potential dye, ACh-evoked depolarization; hits give low values. B-score at 10 µM. hit rate 1.1% among 310,000. AID 2553;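 active = B-score under library mean minus 3 SD, initial fluorescence not abnormally high, positive integrated signal ratio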;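 also: B-score derived from integrated fluorescence ratio over the kinetic read; more negative B-score means stronger inhibition of depolarization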
# TMEM16A inh – mouse TMEM16A channel inhibition, primary screen | Q8BHY3 | HEK293 TMEM16A/YFP iodide influx fluorescence, ionomycin | normalized B-score (activity score, 25-100; higher = stronger inhibition) at 10 µM | hit rate 1.2% among 310,000 | AID 588511;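 active = ratio plate-corrected score three or more library SD toward inhibition, starting fluorescence score within five deviations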;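 also: score derived from kinetic fluorescence span divided by baseline fluorescence per well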
# * hit, by the source's call; i = inactive; . = no result given.
# Fields – MrgX1 allo act, TRPC6 act, SKKanGAS inh, MrgX1 antag, TRPC4 act, MrgX1 ag, ANO1 activ, TRPC4 block, TRPC4 PAM, TRPC6 inh, TMEM16A inh
COc1ccc(NC(=O)CSc2nc3ncccc3[nH]2)cc1OC
 : i, i, 0.5, i, i, i, i, i, i, i, i
COc1cnn(-c2ccccc2)c(=O)c1OC
 : i, i, 3.5, i, i, i, i, i, i, i, i
Cc1nn(CC(=O)Nc2c(C)n(C)n(-c3ccccc3)c2=O)c(C)c1[N+](=O)[O-]
 : i, i, -3.9, i, i, i, i, i, i, i, i
COc1ccc(OC)c(/C=C2\Oc3cc(OCC(=O)N4CCC[C@H]4C(=O)O)ccc3C2=O)c1
 : i, i, -0.1, i, i, 31.4*, i, i, i, i, i
O=S(=O)(Nc1ccc2c(c1)OCCO2)c1cccs1
 : i, i, -0.1, -4.56*, i, i, i, i, i, i, i
O=C(NC(=S)Nc1ccccc1Cl)c1cnn2c(C(F)(F)F)cc(C(F)(F)F)nc12
 : i, i, -2.5, i, i, i, i, i, i, i, i
S=C1NCN(Cc2ccco2)CN1c1ccccc1
 : i, i, 1.3, i, i, i, i, i, i, i, i
COc1cccc(-c2nc(C(=O)NCCCN3CCOCC3)cc3c2[nH]c2ccccc23)c1
 : i, i, 14.3, i, i, i, i, i, i, -7.28*, i
Cc1cc(NC(=O)CSc2nc3ccccc3s2)no1
 : i, ., ., i, ., i, i, ., ., ., i
COc1ccc(-c2noc(CCC(=O)NCCN3CCN(c4ccccc4F)CC3)n2)cc1
 : i, i, -3.9, i, i, i, i, i, i, i, i
COc1cccc(NC(=O)c2ccccc2F)c1
 : i, ., ., i, ., i, i, ., ., ., i
CC(CCc1ccccc1)NC(=O)C(=O)NCCc1ccccc1 (configuration not stated)
 : i, i, 4.8, i, i, i, i, i, i, i, i
O=C(c1cc(Cl)c(=O)n(Cc2ccccc2)c1)N1CCOCC1
 : i, i, -8.6, i, i, i, i, i, i, i, i
O=C(Nc1cccc(F)c1)c1ccc(S(=O)(=O)N2CCOCC2)cc1
 : i, i, -6.1, i, i, i, i, i, i, i, i
CC(C)n1c(=O)[nH]c2cc(C(=O)Nc3ccccc3)ccc21
 : i, i, 3.8, i, i, i, i, i, i, i, i
Cc1cc(C)c(S(=O)(=O)N2CC=C(c3ccccc3)CC2)c(C)c1
 : i, i, 43.8, i, i, i, i, i, i, i, i
O=C(Nc1cc([N+](=O)[O-])ccc1O)c1cccc(NC(=O)c2ccco2)c1
 : i, i, 52.9*, i, i, i, i, i, i, i, i
O=C(Oc1ccc(-c2csnn2)cc1)c1cccs1
 : i, i, 1.4, i, i, i, i, i, i, i, i
CC(=O)Oc1cc2c(C(=O)NCc3ccncc3)c(C)oc2c2ccccc12
 : i, i, -0.7, i, i, i, -20.9*, i, i, i, i
O=C(C1CCN(c2ncnc3c2sc2cccc(F)c23)CC1)N1CCOCC1
 : i, i, -8.1, i, i, i, i, i, i, i, i
COC(=O)[C@@]12CCCN1[C@H](c1ccc(-c3cccc(Cl)c3)c(OC)c1)[C@H]1C(=O)N(C)C(=O)[C@H]12
 : i, i, 65.7*, i, i, i, i, i, i, i, i
O=C(Nc1ccc2c(c1)OCO2)C1CCN(C(=O)c2ccc(Cl)cc2)CC1
 : i, i, 15.8, i, i, i, i, i, i, i, i
COc1cccc(/C=N/Nc2ccc(C(=O)O)cc2)c1O
 : i, i, 26.9, i, i, i, i, i, i, i, i
CCCN(CC1CC1)C(=O)CSc1ncnc2sc(C)c(C)c12
 : i, i, -5.2, i, i, i, i, i, i, i, i
O=C(NC(=S)Nc1ccc(N2CCOCC2)cc1)c1cccs1
 : i, i, -3.8, i, i, i, i, i, i, i, i
CCOC(=O)c1ccc(NC(=O)NCc2ccncc2)cc1
 : i, i, -6.9, i, i, i, i, i, i, -5.54*, i
CCN(CC)C(=O)CSc1nnc(-c2ccco2)n1Cc1ccco1
 : i, i, 1.8, i, i, i, i, i, i, i, i
O=C(Cn1ncc2c3ccccc3n(Cc3ccc(Cl)cc3)c2c1=O)NCCCN1CCCC1=O
 : i, i, 13.3, i, i, i, i, i, i, i, i
CC(C)(C)NC(=O)NC(=O)CSc1nncs1
 : i, i, 12.6, i, i, i, i, i, i, i, i
COc1cc(NC(=O)c2ccc3c(SCC(=O)O)c4c(nc3c2)CCC4)cc(OC)c1OC
 : i, i, -9.2, i, i, i, i, i, i, i, i
O=C(Nc1nc2ccccc2n1Cc1ccccc1)c1ccco1
 : i, i, 55.4*, i, i, i, i, i, i, i, i
COc1cc(C(=O)Nc2sc(C)c(C)c2C(=O)O)cc(OC)c1OC
 : i, i, 23.3, i, i, i, i, i, i, i, i
CN(C)CCNC(=O)CNC(=S)N(Cc1ccccc1)Cc1ccccc1F
 : i, i, -1.1, i, i, i, i, i, i, i, i
CNc1ccccc1C(=O)OCC(C)=O
 : i, i, -1.5, i, i, i, i, i, i, i, i
Cc1ccccc1C(=O)N1CCN(c2ccc(NC(=S)NC(=O)c3cccs3)cc2)CC1
 : i, i, 24.5, i, i, i, i, i, i, i, i
COC(=O)[C@H](C)NC(=O)/C=C/c1ccc(OC)cc1
 : i, i, 4.2, i, i, i, i, i, i, i, i
C=CCNC(=S)NNc1nc2c(c(=O)[nH]1)C1(CCCC1)Cc1ccccc1-2
 : i, i, -17.1, i, i, i, i, i, i, i, i
CCOC(=O)C1(Cc2ccc(OC)cc2)CCN(C(=O)Cc2cccnc2)CC1
 : i, i, -6.4, i, i, i, i, i, i, i, i
CC1=CC2=NC(=O)CC(C)(C(=O)N(CC(=O)NC3CCCC3)c3ccccc3C)N2C=C1 (configuration not stated)
 : i, i, -4.6, i, i, i, i, i, i, i, i
CCC(=O)NCCNC(=O)c1c(SC)nsc1SC
 : i, i, 1.4, i, i, i, i, i, i, i, i
C=C(C)CSc1nc2sc3c(c2c(=O)n1-c1ccc(OC)cc1)CCN(C)C3
 : i, i, 7.9, i, i, i, ., i, i, i, i
Cc1ccc(-c2nnc(Nc3ccccc3)c3ccccc23)cc1S(=O)(=O)NCC1CCCO1 (configuration not stated)
 : i, i, 18.1, i, i, i, i, i, i, i, i
CC(NC(=O)c1ccc(F)cc1F)C1CC2CCC1C2 (configuration not stated)
 : i, i, 10.7, i, i, i, i, i, i, i, i
O=C(Nc1ccc(S(=O)(=O)Nc2ccccn2)cc1)c1cccc([N+](=O)[O-])c1
 : i, i, 4.5, i, i, i, i, i, i, i, i
CCN(CC)S(=O)(=O)c1ccc(N=N/C(C(C)=O)=C(/C)O)cc1
 : i, i, -6.6, i, i, i, i, i, i, i, i
COc1ccc2nc(SCc3ccccc3C)nc(C)c2c1
 : i, i, -10.2, i, i, i, i, i, i, i, i
Cc1cc(N2C(=O)C(O)=C(C(=O)c3ccco3)C2c2cccc(Cl)c2)no1 (configuration not stated)
 : i, i, 1.1, i, i, i, i, i, i, i, i
CN(C)S(=O)(=O)c1ccc(NC(=O)N2CCOCC2)cc1
 : i, i, -12.8, i, i, i, i, i, i, i, i
N#Cc1nc(Cc2cccc3ccccc23)oc1NCCCN1CCOCC1
 : i, i, -5.8, i, i, i, i, i, i, i, i
CC1(C)CC(=O)C=C(Nc2ccc(Br)cn2)C1
 : i, i, -1.6, i, i, i, i, i, i, i, i
CCOCC(=O)Nc1c(C(=O)Nc2ccccc2OC)oc2ccccc12
 : i, i, -12.5, i, i, i, i, i, i, i, i
O=C(Cc1ccc(Cl)cc1)NCc1ccccc1Cl
 : i, i, 7.3, i, i, i, i, i, i, i, i
CCN(CCCNC(=O)CCCn1c(=O)[nH]c2ccccc2c1=O)c1cccc(C)c1
 : i, i, 3.7, i, i, i, i, i, i, i, i
COc1cc2c(cc1OC)C(c1ccccc1)N(C(=O)C(C)(C)C)CC2 (configuration not stated)
 : ., i, -8.7, ., i, ., ., i, i, i, .
O=C(CCN1C(=O)C2C3CC(C(Br)C3Br)C2C1=O)OCC(=O)c1ccccc1 (configuration not stated)
 : i, i, 2.3, i, i, i, i, i, i, i, i
CCN(CC)S(=O)(=O)c1cccc(C(=O)NCC(c2ccccc2)N(C)C)c1 (configuration not stated)
 : i, i, -2.8, i, 79*, i, i, i, i, i, i
O=C(CSc1nnc(NC2CCCCC2)s1)Nc1ccc2c(c1)C(=O)c1ccccc1C2=O
 : i, i, 14.2, i, i, i, i, i, i, i, i
COc1ccc(CCNC(=O)CCS(=O)(=O)c2ccc3c(c2)CCN3C(C)=O)cc1OC
 : i, i, 7.6, i, i, i, i, i, i, i, i
Cc1ccccc1-n1ccnc1SCC(=O)NC1CCCC1
 : i, i, -6.5, i, i, i, i, i, i, i, i
Cc1ccnc(NC(=O)c2cccs2)c1
 : i, i, 0.7, i, i, i, i, i, i, i, i

# Next compounds.
# Fields – MrgX1 allo act, TRPC6 act, SKKanGAS inh, MrgX1 antag, TRPC4 act, MrgX1 ag, ANO1 activ, TRPC4 block, TRPC4 PAM, TRPC6 inh, TMEM16A inh
COc1ccc(NC(=O)NNS(=O)(=O)c2cc(C)ccc2C)cc1OC
 : i, i, -3.5, i, i, i, i, i, i, i, i
FC(F)(F)c1ccc2c(c1)NCC1CCCN21 (configuration not stated)
 : i, i, 2.8, i, i, i, i, i, i, i, i
O=C(CCN1C(=O)C2(OCCO2)c2ccccc21)c1ccccc1
 : i, i, -3.4, i, i, i, ., i, i, i, i
O=C1/C(=C/c2ccccn2)SC(=S)N1Cc1ccccc1
 : i, i, 10.7, i, i, i, i, i, i, i, i
C=CCOc1ccc(CNc2nccs2)cc1OCC
 : i, i, 3.3, i, i, i, i, i, i, i, i
C=CCn1c(C)nnc1SCC(=O)Nc1nccs1
 : i, i, -8.2, i, i, i, i, i, i, i, i
CCc1cc2c3c(c(=O)oc2cc1O)CCCC3
 : i, i, 0.8, -5.55*, i, i, i, i, i, i, i
Clc1ccccc1CN(Cc1ccco1)Cc1nnnn1C1CCCC1
 : i, i, 17.1, i, i, i, i, i, i, i, i
C=CCn1c(SCC(=O)NC(=O)c2cccc([N+](=O)[O-])c2)nnc1-c1ccccc1
 : i, i, -2.4, i, i, i, i, i, i, i, i
CCCCNC(=O)Nc1nnc(-c2ccc(OCC)cc2)o1
 : i, ., ., i, ., i, i, ., ., ., i
